# Growth percent in the NCI-60 one-dose screen (48 h, 10 µM unless noted): 100 = growth as untreated, 0 = no growth, -100 = all killed.
# ACHN – ACHN renal cancer; actives 4.9% (n = 81,000); AID 1794771
# SN12C – SN12C renal cancer cells; actives 3.8% (n = 81,000); AID 1794767
# A498 – A498 renal cancer cells; actives 5.4% (n = 76,000)
# PC-3 – PC-3 prostate cancer cells | actives 3.9% (n = 80,000)
# UO-31 – UO-31 renal cancer; actives 5.2% (n = 81,000)
# TK-10 – TK-10 renal cancer cells | actives 3.9% (n = 81,000) | AID 1794769
# RXF 393 – RXF 393 renal cancer cells; AID 1794773; actives 6.9% (n = 77,000)
# 786-0 – 786-0 renal cancer cells | AID 1794775 | actives 5.1% (n = 81,000)
# CAKI-1 – CAKI-1 renal cancer. AID 1794772. actives 4.7% (n = 75,000)
# The depositor's hits bear a star; . = no result given; & = joins results of further samples. Rule for the calls: active = growth percent below 10; inactive = the rest. Compounds as they come; about 11% have a hit in one of these screens.
SMILES,ACHN,SN12C,A498,PC-3,UO-31,TK-10,RXF 393,786-0,CAKI-1
CC(C)(C)c1nn(-c2ccccc2)c2c1COCN2Cc1ccc(F)cc1,85,98,88,65,68,115,107,82,.
COC(=O)C(C#N)=C(C)C,105,107,91,95,94,100,114,107,99
c1ccc(NC2CCCCC2)cc1,92,95,.,96,76,97,103,96,86
CC(=O)Nc1nc(C)c(S(=O)(=O)Cl)s1,104,109,104,106,81,102,109,98,104
O=C1c2c(O)cc(O)cc2OC(c2ccc(O)c(O)c2)C1O (configuration not stated),105,104,107,96,.,104,124,.,118
C=C(C)[C@@H]1CCC=C2CC[C@]3(C)[C@H](CC[C@@H]4[C@@]5(C)Cc6c([nH]c7ccccc67)C(C)(C)[C@@H]5CC[C@]43C)[C@H]21,111,106,103,96,92,89,103,97,88
CC(=O)NCc1cc(C)c(C)cc1C,104,103,118,94,84,93,103,98,99
O=C(Nc1ccc(-c2nc3ccccc3[nH]2)cc1)c1ccc(Cl)c(Cl)c1,93,88,86,93,78,95,102,91,92
CC1(C(=O)O)CCC(C(=O)Nc2ccccc2)C1(C)C (configuration not stated),101,105,76,91,84,98,110,99,94
COc1ccc(-c2nc(C#N)c(N3CCC(S(=O)(=O)N4CCOCC4)CC3)o2)cc1,98,100,100,98,89,131,108,94,93
CC(C)CSc1nc(-c2ccc(F)cc2)c(C#N)c(N2CCN(C)CC2)n1,96,98,.,81,68,82,62,76,.
CCOc1nc(-c2ccccc2)cc2c(O)c(C(=O)N/N=C/c3ccccc3O)[nH]c(=O)c12,107,115,102,93,73,140,81,103,101
Cc1ccc(Cn2cc(CSc3nc4ccccc4s3)nn2)cc1,101,98,92,94,86,93,109,100,87
O=C(NC1(C(=O)O)CCCC1)C(Cl)Cl,103,99,.,.,100,104,110,107,108
COc1ccc(-n2nc(C(=O)O)nc2-c2cc(OC)c(OC)c(OC)c2)cc1,101,109,125,101,79,.,.,.,89
N#Cc1c(-c2cccs2)cc(-c2cnccn2)nc1SCC(=O)Nc1ccc(C(F)(F)F)cc1,95,102,105,93,68,142,100,100,80
CCOC(=N)c1ccccc1,102,102,58,99,90,111,96,100,101
COc1ccccc1N1CCN(CC(O)COc2c(Br)c(Br)c(Br)c3c2OC(C)(C)C3)CC1 (configuration not stated),56,66,56,19,13,40,40,6.0*,.
O=C(/C=C/c1ccc(Cl)cc1)N1CCN(C(=O)/C=C/c2ccc(C(F)(F)F)cc2)CC1,107,103,67,109,89,105,123,105,101
CC(O)C(O)C(O)C(/C=N\NC(N)=S)=N/NC(N)=S (configuration not stated),105,110,83,100,88,101,120,105,103
COc1ccc2cc(-c3cn4ccccc4n3)ccc2c1,97,94,84,86,85,109,111,106,90
NCc1ccc(S(=O)(=O)Nc2nccs2)cc1,108,99,80,88,86,102,.,98,94
COc1ccc(/C=N/n2c(-c3ccccc3)cc(C)c(C#N)/c2=N\N)cc1OC,93,97,132,82,72,138,157,102,84
COc1ccc(Nc2nnc(-c3ccc4c(c3)OCO4)o2)cc1,67,94,90,83,79,84,128,80,80
N=C(N)c1ccc(-c2ccc(-c3ccc4ccccc4c3)s2)cc1,97,96,91,92,85,27,62,95,92

# 5 entries drawn at random from those above, as already listed:
SMILES,ACHN,SN12C,A498,PC-3,UO-31,TK-10,RXF 393,786-0,CAKI-1
CC(=O)NCc1cc(C)c(C)cc1C,104,103,118,94,84,93,103,98,99
CC1(C(=O)O)CCC(C(=O)Nc2ccccc2)C1(C)C (configuration not stated),101,105,76,91,84,98,110,99,94
O=C1c2c(O)cc(O)cc2OC(c2ccc(O)c(O)c2)C1O (configuration not stated),105,104,107,96,.,104,124,.,118
N=C(N)c1ccc(-c2ccc(-c3ccc4ccccc4c3)s2)cc1,97,96,91,92,85,27,62,95,92
O=C(Nc1ccc(-c2nc3ccccc3[nH]2)cc1)c1ccc(Cl)c(Cl)c1,93,88,86,93,78,95,102,91,92

# Taken from above:
# Value for `CC(O)C(O)C(O)C(/C=N\NC(N)=S)=N/NC(N)=S` (configuration not stated) under PC-3: 100
# Value for `CC(C)(C)c1nn(-c2ccccc2)c2c1COCN2Cc1ccc(F)cc1` under A498: 88

# Later entries:
SMILES,ACHN,SN12C,A498,PC-3,UO-31,TK-10,RXF 393,786-0,CAKI-1
CCN(CC)CCOC(=O)c1ccc(NC(=O)COc2ccc3ccccc3c2)cc1,110,98,95,104,96,121,91,92,76
O=C(NCc1ccc(N2CCCC2=O)cc1)c1ccc2noc(-c3ccccc3)c2c1,61,78,86,70,59,81,85,79,59
CC1=NN2C(=NC3=C(CCC/C3=C\c3ccc(Cl)cc3)C2c2ccc(Cl)cc2)S1 (configuration not stated),98,102,88,95,86,111,106,97,100
C[C@]12CCC(=O)C=C1CC[C@@H]1C2=CC[C@@]2(C)[C@H]1CC[C@]2(O)C(=O)COC(=O)c1ccc([N+](=O)[O-])cc1Cl,93,96,65,70,74,107,110,112,89
c1coc(CSc2ncnc3nc[nH]c23)c1,106,102,91,90,86,125,91,97,.
CCOC(=O)C1=C(C)N2C(=NC3=C(CCCC/C3=C\c3cc(OC)c(OC)c(OC)c3)C2c2cc(OC)c(OC)c(OC)c2)S1 (configuration not stated),70,75,52,50,54,.,.,.,66
O=C1NC(=C(Cl)Cl)/C(=N\S(=O)(=O)NCc2ccccc2)N1,110,91,104,96,94,107,113,100,101
CN(C)C(=S)Nc1ccc(S(=O)(=O)N2CCCCC2)cc1,108,99,98,100,86,113,110,111,94
Cc1ccc(/C(N)=N/C(N)=N/c2nc3ccccc3s2)cc1,67,60,121,64,87,136,103,109,77
O=Cc1nc2ccccc2c(/C=C/c2ccc(Cl)cc2)c1C(=O)c1ccccc1,97,97,98,99,78,101,102,106,93
O=S(=O)(Nc1cccnc1)c1cccnc1,105,102,119,97,82,105,124,102,108
CC(=O)O[C@@H]1CCN2C(=O)Nc3ccccc3[C@@H]2C1,106,107,132,93,92,96,118,96,93
CCOC(=O)c1c[nH]c2ccc(CC)cc2c1=O,101,100,97,105,91,105,117,106,100
Nc1ccc(Sc2ccc(N)cc2S(=O)(=O)O)c(S(=O)(=O)O)c1,92,91,117,82,72,99,93,102,79
Cc1cc(Cl)ccc1Nc1nc(C(F)(F)F)ccc1C(=O)N/N=C/c1ccc(Cl)cc1,-1.5*,4.3*,-21*,-2.6*,-43*,9.2*,.,-45*,-23*
COc1ccc(CCN2C(CC(=O)c3ccccc3)CCCC2CC(=O)c2ccccc2)cc1 (configuration not stated),106,84,104,97,78,105,109,105,101
Cc1ccc(C=C2C(=O)NC(=O)NC2=O)cc1,110,99,105,96,90,98,113,107,100
C=CC(=O)N[C@@H](/C=C/C(=O)OCC)Cc1ccc(-c2cc(F)cc(F)c2)cc1,96,79,67,87,54,104,87,98,80
COc1ccc(-c2cc(-c3nnc(SCC(=O)Nc4ccc(C(C)=O)cc4)o3)c3ccccc3n2)cc1,-12*,-40*,18,6.8*,-71*,-29*,-4.7*,-72*,.
O=C(c1ccccc1)c1ccc2c(c1)CCCC2,106,102,89,101,82,89,124,91,94
COc1ccc(C=O)cc1Br,98,99,82,93,97,125,115,104,100
COc1ccc2cc(C3=Nc4ccccc4NC3)ccc2c1,96,101,93,86,74,119,110,107,94
CCC(COC(=O)CS)(COC(=O)CS)COC(=O)CS,102,102,116,95,79,113,98,99,103
O=C1CCC(=O)N1,111,104,104,.,105,93,105,95,91
COc1cc(CNC(=O)Cc2ccccc2)ccc1OCc1cn(-c2ccccc2[N+](=O)[O-])nn1,99,102,.,98,79,117,100,104,97

# Record cards, as listed above.
# `C=CC(=O)N[C@@H](/C=C/C(=O)OCC)Cc1ccc(-c2cc(F)cc(F)c2)cc1` is entered as ACHN = 96; SN12C = 79; A498 = 67; PC-3 = 87; UO-31 = 54; TK-10 = 104; RXF 393 = 87; 786-0 = 98; CAKI-1 = 80
# `COc1cc(CNC(=O)Cc2ccccc2)ccc1OCc1cn(-c2ccccc2[N+](=O)[O-])nn1` is entered as ACHN = 99; SN12C = 102; A498 = .; PC-3 = 98; UO-31 = 79; TK-10 = 117; RXF 393 = 100; 786-0 = 104; CAKI-1 = 97

# Next section
SMILES,ACHN,SN12C,A498,PC-3,UO-31,TK-10,RXF 393,786-0,CAKI-1
Cc1cccc(C)c1NC(=O)c1ccccc1C(=O)O,93&105,101&104,65&124,99&92,85&78,109&105,97&120,100&103,95&89
O=C1Nc2ccccc2C12CC(c1ccccc1)=NN2 (configuration not stated),59,69,64,48,58,.,91,62,23
COc1ccc(/C=C/c2c(C(=O)/C=C/c3cccs3)c(C)nc3ccccc23)cc1,82,79,53,63,56,116,77,91,57
CC1(C)Oc2cc3oc(=O)ccc3cc2C[C@@H]1OS(C)(=O)=O,101,102,91,98,85,98,115,102,95
COc1cc(-c2nc(SCCC(C)C)nc(Nc3ccc([N+](=O)[O-])cc3[N+](=O)[O-])c2C#N)cc(OC)c1OC,99,99,87,103,79,108,112,106,87
COc1ccc(-c2nc(SCCC(C)C)nc(NCCO)c2C#N)cc1,91,82,79,72,67,103,81,94,95
CCCCc1nc(Cl)c(C2CC(c3ccc(C(F)(F)F)cc3)=NN2c2ccc(Cl)cc2)[nH]1 (configuration not stated),82,91,98,64,65,117,101,89,.
C=CCSc1nnnn1-c1c(C)cccc1C,95,103,112,95,80,107,106,105,95
Cn1cc(-c2ccc(-c3cn(C)c4ccc(Cl)cc34)[nH]2)c2cc(Cl)ccc21,-100*,7.6*,49,-57*,-93*,-29*,-51*,41,4.4*
O=C1C[C@H](Sc2nc(-c3ccc(F)cc3)cc(C(F)(F)F)n2)[C@H]2CO[C@@H]1O2,89,92,105,96,88,99,97,.,82
CC(=O)Nc1cc2c(cc1Cl)C(=O)c1ccccc1C2=O,103,99,98,90,74,104,100,104,.
O=C(NCCBr)OCc1ccccc1,103,99,96,98,77,104,103,100,93
Cc1cccc(C)c1NC(=O)CSC(=S)N1CCCCC1,101,110,99,98,86,89,111,93,.
COCCCNC1=C(Cl)C(=O)c2ccccc2C1=O,110,89,91,85,91,156,101,105,.
CNCCOC(c1ccccc1)c1ccccc1C (configuration not stated),100&98,96&105,104&107,85&91,67&89,111&89,100&98,105&100,96&106
NNC(=O)CSc1nc2ccccc2c(=O)n1Cc1ccc(S(N)(=O)=O)cc1,106,104,.,105,84,94,108,108,94
COc1ccc(-c2cn3c(-c4ccccc4OC)cnc3c(Oc3ccc4c(C)cc(=O)oc4c3)n2)cc1,102,96,104,91,82,108,121,110,96
O=C(Cn1cc(CN2CCN(c3ccnc4cc(Cl)ccc34)CC2)nn1)Nc1cccc(F)c1,79,100,.,52,67,98,94,102,83
N#CC(c1ccc(Cl)cc1)c1cccc(Cl)n1 (configuration not stated),106,82,83,90,86,91,99,97,91
CC1([N+](=O)[O-])COCOC1,101,104,116,100,95,117,117,107,15
O=C(CNSc1ccc([N+](=O)[O-])cc1[N+](=O)[O-])OCc1ccccc1,98,100,113,97,76,108,109,98,84

# Screening data: PubChem, NCI
